TEAD-YAP block: TEAD-YAP interaction inhibition. HEK-TIYL cells, TEAD-Gal4/YAP UAS-luciferase luminescence. inhibition, % at 9.12 µM. 640,000 compounds, 1.4% hits. AID 1259422; in the data active = inhibition above about 32%;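 also: 0% = median of test compound wells and 100% = reference inhibitor wells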
GPR151 ag: human GPR151 activation | activation, % at 11.2 µM | Q8TDV0 | PathHunter beta-arrestin GPR151 cells, luminescence | AID 1508602 | 650,000 compounds, 1% hits; in the data active = activation above about 4.9%;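 also: 0% = median of compound wells and 100% = cells with positive control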
FBW7 activator: activators of human E3 ligase FBW7. Q969H0. AlphaScreen FBW7–phospho-cyclin E peptide binding, activator screen. normalized activity (activation), % at 26.1 µM. 650,000 compounds, 0.13% hits. AID 1259310; in the data active = normalized activity above about 1.9%;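 also: purified mutant Fbw7 with reduced substrate affinity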
Target sequence (Q969H0 whole entry, looked up): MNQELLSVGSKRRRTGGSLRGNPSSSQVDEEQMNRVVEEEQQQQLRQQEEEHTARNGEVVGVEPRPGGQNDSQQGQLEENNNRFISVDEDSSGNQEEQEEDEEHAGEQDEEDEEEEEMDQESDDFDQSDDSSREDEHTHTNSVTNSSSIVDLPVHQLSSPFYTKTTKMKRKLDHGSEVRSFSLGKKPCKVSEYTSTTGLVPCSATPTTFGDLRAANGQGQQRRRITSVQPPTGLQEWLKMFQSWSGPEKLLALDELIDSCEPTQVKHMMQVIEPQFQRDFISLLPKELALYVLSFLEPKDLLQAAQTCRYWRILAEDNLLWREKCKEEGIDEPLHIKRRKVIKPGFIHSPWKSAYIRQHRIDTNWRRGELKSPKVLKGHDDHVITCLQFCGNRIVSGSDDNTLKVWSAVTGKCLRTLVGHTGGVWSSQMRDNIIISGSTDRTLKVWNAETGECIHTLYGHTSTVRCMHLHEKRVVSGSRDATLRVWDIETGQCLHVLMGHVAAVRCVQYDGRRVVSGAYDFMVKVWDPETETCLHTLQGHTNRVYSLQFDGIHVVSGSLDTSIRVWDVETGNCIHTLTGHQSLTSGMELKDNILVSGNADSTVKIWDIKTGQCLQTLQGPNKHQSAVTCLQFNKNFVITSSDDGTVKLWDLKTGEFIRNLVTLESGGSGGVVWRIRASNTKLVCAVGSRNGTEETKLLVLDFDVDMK
MITF primary: inhibitors of human MITF; 650,000 compounds, 0.91% hits; AlphaScreen MITF homodimerization, bead proximity signal; inhibition, % at 2.6 µM; AID 1259374; O75030; in the data active = inhibition above about 50%;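 also: 0% = vehicle wells with protein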
* hit, by the source's call; & = joins results of further samples.

Fields – TEAD-YAP block	GPR151 ag	FBW7 activator	MITF primary
Cc1ccc2nc(N3CCC(NCc4ccccc4C)CC3)nc(C)c2c1
 : 9	0.9	0.6	1
COc1ccc(-c2nnc(SCCN3CCCC3)n2C)cc1
 : 1	1.5	-0.2	-11
O=C(NCC1CCCN1S(=O)(=O)c1cccs1)c1ccccc1 (stereo not given)
 : -3	-1.0	-0.1	10
CCCNC(=O)Cn1nc(CC)n2c(cc3occc32)c1=O
 : -5	0.2	0.1	7
CCN(CC)S(=O)(=O)c1cccc(C(=O)Nc2ccccc2C(=O)N2CCCCCC2)c1
 : -12	-0.4	-0.1	3
CC(C)(C)NC(=O)COC(=O)c1cccc(Cl)c1Cl
 : -2	3.0	0.0	-7
Cc1cc(-c2cnc(N3CCCC3)nc2C2CCN(C(=O)CN3CCCC3=O)CC2)on1
 : -3	-0.2	0.0	8
O=c1oc2ccccc2c(Nc2ccccc2)c1[N+](=O)[O-]
 : -8	2.3	-0.2	1
CCn1cc(C(=O)O)c(=O)c2cc(F)c(N3CCC(Cc4ccc(OC)c(OC)c4)O3)cc21 (stereo not given)
 : 5	-0.4	0.0	-10
Cc1cc(C)n(-c2cc(N3CCN(C(=O)c4ccco4)CC3)ncn2)n1
 : 7	-2.4	0.5	10
Cc1cc(=O)oc2cc(OCC(=O)OCC(=O)Nc3ccc4c(c3)OCO4)ccc12
 : 3	0.0	0.1	3
O=c1nc2n(-c3cccc(F)c3)c3ccc([N+](=O)[O-])cc3cc-2c(=O)[nH]1
 : 9	0.7	-0.1	-2
Cn1cnnc1SCC(=O)N1CCN(c2ccccc2)CC1
 : 3	-0.4	0.0	1
O=P(O)(CN1CCCCCC1)CN1CCOCC1
 : 6	-0.2	0.4	9
COC(=O)CCCC(=O)Nc1cccc(C)c1C
 : 9	0.6	-0.1	8
COc1cc(Nc2nc3ccc(C(=O)NCCN(C(C)C)C(C)C)cc3s2)cc(OC)c1OC
 : -5	2.4	0.0	20
CCN(CC)c1ccc(-c2nc3sc4c(c3c(=O)[nH]2)CCCC4)cc1
 : -4	-1.6	0.0	-1
COC(=O)c1ccccc1NS(=O)(=O)c1ccc(C(C)(C)C)cc1
 : -16	1.3	0.1	3
COc1ccc(C(C)NCc2ccncc2)cc1 (stereo not given)
 : 5	-0.3	0.7	4
COc1cc(C(=O)/C=C/Nc2ccc(Br)cc2)cc(OC)c1OC
 : 38*	0.3	0.0	-2
CC(C)c1nc2ccccc2c2nn(CC(=O)Nc3ccccc3-n3ccnc3)c(=O)n12
 : 9	0.3	0.1	18
O=C1CSC(=Nc2ccccc2)N1S(=O)(=O)c1ccccc1
 : -13&7	1.2&-0.1	0.0&0.7	-1&7
Cc1noc(C)c1C(=O)NCCn1nc(-c2cccs2)oc1=O
 : -1	-0.3	-0.1	7
O=C(NCCCO)C1CCCN(S(=O)(=O)c2ccc(Cl)cc2)C1 (stereo not given)
 : 4	-0.4	-0.2	-6
O=C1CC(c2ccccc2)Sc2ccccc2N1Cc1ccc([N+](=O)[O-])cc1 (stereo not given)
 : 0	-0.9	0.2	-1
CC(NCCO)C(=O)Nc1ccc(Cl)cc1Cl (stereo not given)
 : -2	1.3	0.0	44
COc1ccccc1C1=NN(C(=O)c2ccccc2)C(c2ccc(Br)cc2)C1 (stereo not given)
 : 4	-0.8	0.0	-10
Cc1cccc2c(Nc3ccc4c(c3)OCO4)nc(CN3CCSCC3)nc12
 : -1	1.6	0.0	3
Cc1ccc(S(=O)(=O)N2CCCC2CNC(=O)C(=O)Nc2cccc(Cl)c2)cc1 (stereo not given)
 : -3	2.3	0.0	-3
O=C1CC2CS(=O)(=O)CC2N1c1cccc(C(F)(F)F)c1 (stereo not given)
 : 2	-0.1	0.0	10
COc1ccccc1N1CCN(CCNS(C)(=O)=O)CC1
 : 4	0.5	0.2	5
O=S(=O)(Nc1nc2ccccc2nc1Nn1cnnc1)c1cccs1
 : 0	0.9	0.0	4
CCCc1cc(=O)n2[nH]c(NCc3ccc(OCC)cc3)nc2n1
 : 2	0.5	0.3	13
O=C(CSc1nnnn1-c1ccc2c(c1)OCO2)Nc1nc2c(s1)CCCC2
 : 2	2.5	0.0	3
COCCN1C(=O)C(O)=C(C(C)=O)C1c1cccc(OC)c1 (stereo not given)
 : 2	0.1	0.2	9
COc1ccc(C2CC(=O)NC(SCC(=O)Nc3cc(Cl)cc(Cl)c3)=C2C#N)cc1OC (stereo not given)
 : 4	-0.1	0.0	-8
Cc1nc2c3ccccc3n3c(CCCC(=O)N4CCOCC4)nnc3n2n1
 : 3	0.8	-0.2	-2
CCOC(=O)C1=C(C)NC(=O)NC1c1cccc(OCC)c1O (stereo not given)
 : -2	1.3	0.1	11
COc1cc(C(=O)Nc2nc(C(C)(C)C)cs2)cc(OC)c1OC
 : 5	-1.3	0.9	7
CCc1cc2c(cc3c(=O)n(CC(=O)OC)ncn32)s1
 : -44	0.2	-0.2	5
CCSc1ccc(C(=O)NCCOc2ccc(C)cc2)cc1[N+](=O)[O-]
 : 6	-0.2	-0.1	12
CC1=C(C(=O)OCCc2ccccc2)C(c2cc3c(cc2Br)OCO3)C2=C(CC(c3ccc(Cl)cc3)CC2=O)N1 (stereo not given)
 : -4	-1.2	0.0	-1
CCCCOc1ccc(C(=O)Nc2nc3ccc(Br)cc3s2)cc1
 : -12	-0.9	0.0	-4
O=C(Nc1ccc2[nH]ncc2c1)[C@@H]1CCCN1C(=O)C(O)c1ccc(F)cc1 (stereo not given in full)
 : -2&-2	0.7&-0.1	-0.2&0.0	0&12
COc1cc(/C(C)=N/NC(=O)Cc2c(C)[nH][nH]c2=O)ccc1O
 : 2	3.3	0.0	11
CCCCOc1ccccc1C(=O)NCCCCCC(=O)NN
 : 11	1.3	0.0	17
Fc1ccc(Cc2nnc(Cc3ccccc3)o2)cc1
 : 2	1.4	-0.1	-2
CCOC(=O)c1[nH]c(C)c(C(=O)N(CC)CC)c1C
 : 5	2.0	0.0	2
Cc1cc2oc(=O)cc(CN3CCN(S(=O)(=O)c4cccs4)CC3)c2cc1C(C)C
 : 3	-0.5	0.4	11
Cc1ccc(/C=N/NC(=O)CSc2nc(C)cc(C)n2)cc1
 : -4	-0.1	0.0	17
Cc1[nH]n(-c2ccccc2)c(=O)c1/C=N/c1ccccn1
 : -5	0.5	-0.6	6
Cc1cc2n(n1)C(c1cccc(O)c1)Nc1ccccc1-2 (stereo not given)
 : 7	7.9*	-0.2	11
O=C(O)c1cc(-c2cccc(O)c2)nc2n[nH]c(-c3ccccc3)c12
 : -2	0.4	0.4	-12
CCOC(=O)CNC(=O)/C=C/c1c(Cl)cccc1Cl
 : -11	-1.5	0.1	13
CCOC(=O)c1c(NC(=O)CN2CCOCC2)sc(C)c1C
 : 5	0.5	0.1	1
CCOc1ccccc1CN1CCN(Cc2cnn(CC)c2C)CC1CCO (stereo not given)
 : -1	-0.5	0.0	-1
N#Cc1c(SCC(=O)c2ccc(Cl)cc2)nc2c(c1C1CC=CCC1)CCC2 (stereo not given)
 : 7	-0.1	0.1	-1
COc1ccccc1C(=O)NCCn1cc(SCC(=O)Nc2cc(C)on2)c2ccccc21
 : 4	-0.7	-0.1	-11
CCc1nnc(SCc2ccc(CSc3nnc(CC)n3N)cc2)n1N
 : 2	-0.1	-0.2	-16
Cc1ccc(C2(CC#N)CCOC(C(C)C)C2)cc1 (stereo not given)
 : 0	-1.0	0.3	9

Other compounds follow:
Fields – TEAD-YAP block	GPR151 ag	FBW7 activator	MITF primary
Cc1nc2ccccc2c(=O)n1CC1CCCO1 (stereo not given)
 : 5	-1.2	0.0	-4
CCc1c(C#N)c(N)nc(SCC(=O)Nc2ccc(Br)cc2)c1C#N
 : -4	-1.2	0.7	15
COC(=O)C1=CN(Cc2ccc(OC)c(OC)c2)C=C(C(=O)OC)C1c1ccccc1OC
 : -31	-1.0	0.9	10
CS(=O)(=O)NCc1nnc(SCc2ccc(C(=O)O)cc2)n1-c1ccc(F)cc1
 : -2	-0.9	0.1	4
CCCNC(=O)Cc1cn(-c2ccc(N3CCN(c4ccccn4)CC3)nn2)c2ccccc12
 : -23	0.5	0.0	12
CN1CCC(N2CCC(Oc3cccc(C(=O)NCCn4cccn4)c3)CC2)CC1
 : -23	-0.4	0.1	-11
CC1CCc2c(sc(NC(=O)CCN3C(=O)c4ccccc4C3=O)c2C(N)=O)C1 (stereo not given)
 : 11	1.3	0.1	18
CN(C)c1cccc(Nc2nc(N)c3ncn(C4CCCCC4)c3n2)c1
 : 1	2.2	0.2	6
COc1cc(OC)cc(C2NCCc3cc(OC)c(OC)cc32)c1 (stereo not given)
 : 4	2.0	-0.1	3
COc1cc(CN2CCC(C(=O)N3CCCC(C)C3)CC2)cc(Br)c1O (stereo not given)
 : -1	-1.1	0.7	52*
Cc1ccc2oc(=O)c3cnn(CC(=O)N(C)c4ccc(F)cc4)c3c2c1
 : 0	-0.7	0.0	-9
CC(C)OC(=O)c1ccc(Oc2ccc(C#N)c(C#N)c2)cc1
 : -5	-1.3	1.8	19
COc1ccc(-c2nn(-c3ccccc3)cc2C(=O)NCc2ccccc2)cc1
 : -2	0.4	-0.2	-6
COc1cc(C2C(C#N)=C(N)N(c3cccnc3)C3=C2C(=O)CC(C)(C)C3)ccc1O (stereo not given)
 : -5	0.5	-0.1	1
COc1ccc(-c2nc3ccc(C(=O)Nc4ccccc4)cc3s2)cc1
 : -46	2.9	0.0	7
CC1(C)N=C(c2ccc(F)cc2)C(=S)N1
 : -10	0.0	-0.2	-11
Cc1nnc(SCC(=O)Nc2ccc(C(N)=O)cc2)s1
 : -3	0.6	0.3	-17
Cn1c(=O)c2c(nc(CN3CCc4ccccc4C3)n2CCCO)n(C)c1=O
 : 8	0.6	-0.1	16
CC(=O)OC(OC(C)=O)C12C=CC(O1)C1C(=O)N(c3cc(Cl)ccc3C)C(=O)C12 (stereo not given)
 : -3	-1.2	0.1	5
COc1ccc2[nH]cc(CCNC(=O)c3ccc(C)nc3N3CCOCC3)c2c1
 : 0	0.4	0.1	20
N#Cc1c(-c2ccc(Cl)cc2Cl)nc2n(c1=O)CCS2
 : 7	-0.1	0.0	-9
O=C(CCc1ccccc1)Nc1ccnn1C1CCN(C(=O)CCc2cn[nH]c2)CC1
 : -5	0.9	0.1	-7
O=C1NC2(CCN(Cc3cccc4nccnc34)CC2)Oc2ccccc21
 : -4	0.6	-0.1	-8
COC(=O)Cc1c(C)c2ccc(OCC(=O)c3ccc(F)cc3)cc2oc1=O
 : 12	2.0	0.4	6
O=C(NCCCN1CCCC1=O)c1cnc(NC2CCN(Cc3ccccc3)CC2)s1
 : 8	-0.4	-0.1	-2
CCc1nc(SC(C)C(=O)OC)c2c(=O)n(C)c(=O)n(C)c2n1 (stereo not given)
 : -3	1.3	0.0	12
Cc1nc(NCCC#N)cc(-c2cncc(-c3ccc(F)cc3)c2)n1
 : -3	-1.0	0.6	16
C1=CC2/C(=N\Nc3nc4ccccc4[nH]3)CC2C1 (stereo not given)
 : -10	0.3	-0.8	12
CNC(=O)c1ccccc1Nc1nc(Nc2ccc(N3CCOCC3)c(Cl)c2)ncc1Cl
 : 28	2.1	-0.1	18
O=C(CC1C(=O)NCCN1Cc1ccc(-c2ccccc2)cc1)NC1CCC1 (stereo not given)
 : -8	-0.9	0.1	6

One compound at a time (already shown). Order of values: TEAD-YAP block | GPR151 ag | FBW7 activator | MITF primary
Results for N#Cc1c(-c2ccc(Cl)cc2Cl)nc2n(c1=O)CCS2 → 7 | -0.1 | 0.0 | -9
Results for O=C(CCc1ccccc1)Nc1ccnn1C1CCN(C(=O)CCc2cn[nH]c2)CC1 → -5 | 0.9 | 0.1 | -7
Results for CC(=O)OC(OC(C)=O)C12C=CC(O1)C1C(=O)N(c3cc(Cl)ccc3C)C(=O)C12 (stereo not given) → -3 | -1.2 | 0.1 | 5

Entries from the list above with bromine:
Fields – TEAD-YAP block	GPR151 ag	FBW7 activator	MITF primary
COc1cc(C(=O)/C=C/Nc2ccc(Br)cc2)cc(OC)c1OC
 : 38*	0.3	0.0	-2
COc1ccccc1C1=NN(C(=O)c2ccccc2)C(c2ccc(Br)cc2)C1 (stereo not given)
 : 4	-0.8	0.0	-10
CC1=C(C(=O)OCCc2ccccc2)C(c2cc3c(cc2Br)OCO3)C2=C(CC(c3ccc(Cl)cc3)CC2=O)N1 (stereo not given)
 : -4	-1.2	0.0	-1
CCCCOc1ccc(C(=O)Nc2nc3ccc(Br)cc3s2)cc1
 : -12	-0.9	0.0	-4
CCc1c(C#N)c(N)nc(SCC(=O)Nc2ccc(Br)cc2)c1C#N
 : -4	-1.2	0.7	15
COc1cc(CN2CCC(C(=O)N3CCCC(C)C3)CC2)cc(Br)c1O (stereo not given)
 : -1	-1.1	0.7	52*

Going on with the list:
Fields – TEAD-YAP block	GPR151 ag	FBW7 activator	MITF primary
CCOc1ccccc1C(=O)NCC(=O)OCC(=O)Nc1ccccc1C(C)CC (stereo not given)
 : -4	-0.9	0.5	6
Cc1ccc(-c2csc(C3=C(O)CN(N)C3=N)n2)cc1
 : -22	2.0	0.1	-1
O=C(O)c1cccc(NC(=O)c2ccc(CN3C(=O)c4ccccc4C3=O)cc2)c1
 : 0	1.3	0.0	-5
COc1cc(/C=C2/SC(=S)N(CCC(=O)O)C2=O)ccc1O
 : 32*	-6.5	-0.2	23
O=S(=O)(CCc1ccccc1)Oc1ccc(Cl)cc1
 : -2	2.0	0.2	6
CCSCCSc1nc(-c2cccs2)cc(-c2ccccc2)c1C#N
 : -5	-1.7	0.1	-6

Bioassay records deposited in PubChem BioAssay by The Scripps Research Institute Molecular Screening Center.
